Source: PubChem (Broad Institute)
Cneo AK release = Cryptococcus neoformans lysis via adenylate kinase release | C. neoformans lysis, adenylate kinase release luminescence, 4 h; normalised: neutral wells 0, clomiphene wells 100 | lysis activity, % at 15 µM | actives 0.2% (n = 360,000) | AID 651654;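 active means mean lysis activity across replicates of at least 80%, whatever share of replicates individually reach that level; inactive means mean lysis activity below 80%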
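Signal: Adenylate kinase release luminescence | Assay system: Log-phase Cryptococcus neoformans yeast cells | Input: Cells at 5 × 10^6 per mL | Buffer or medium: Fresh YPD growth medium | Compound: Single dose | Schedule: Static 4 h at 37 °C with compound, 1 h detection | Controls: Clomiphene | Read-out: Luminescence rise reflecting yeast cell lysis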
Statin myotox sup = suppression of simvastatin myotoxicity. C2C12 myotubes + simvastatin, ATP luminescence, 48 h; scaled: DMSO 0, geranylgeraniol control 100. rescue of ATP level, % at 7.49 µM. actives 0.78% (n = 330,000). AID 602340;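 active means mean ATP rescue above about 67%, or every replicate alone reaching that limit, limit read from the data, passing the limit was not always enough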;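 further: myotubes were challenged with 10 µM simvastatin during compound exposure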
LGR2 antag = Drosophila LGR2 receptor signaling inhibition | HEK293 LGR2, CRE-luciferase, bursicon-stimulated, 4 h | inhibition, % at 9.99 µM | actives 0.35% (n = 380,000);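 active means drop in luminescence signal, shown as inhibition above about 50% in the replicate tests, limit read from the data, passing the limit was not always enough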;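 further: agonist challenge used bursicon conditioned medium at about half maximal strength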
ERAP1 inh = inhibitors of human ERAP1 aminopeptidase. inhibition, % at 10.7 µM. actives 0.15% (n = 340,000). Q9NZ08. recombinant ERAP1, Leu-AMC fluorescence, 60 min. AID 652197;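 active means mean replicate inhibition of at least 30%, or all replicates individually reaching that 30% level; inactive means mean below 30% and not every replicate reaching it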;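 further: 0% = neutral control wells and 100% = L-leucinethiol positive control wells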
PGC1a acetyl inh = modulators of PGC1a acetylation. U2OS PGC1a acetylation, AlphaScreen anti-acetyl-lysine; with virally co-expressed GCN5 acetyltransferase. actives 0.17% (n = 350,000). inhibition, % at 15.6 µM;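 active means every replicate shows inhibition of at least 40%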;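 further: 0% = neutral control wells and 100% = positive control wells; some results beyond the cut were filed as inactive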
SIRT5 block = inhibitors of human sirtuin-5 desuccinylase | inhibition, % at 15 µM | Purified SirT5, succinyl-peptide AMC, trypsin-coupled fluorescence | AID 652115 | Q9NXA8 | actives 1.1% (n = 330,000); in the data active means inhibition above about 15%
Target sequence (Q9NXA8 whole entry, looked up): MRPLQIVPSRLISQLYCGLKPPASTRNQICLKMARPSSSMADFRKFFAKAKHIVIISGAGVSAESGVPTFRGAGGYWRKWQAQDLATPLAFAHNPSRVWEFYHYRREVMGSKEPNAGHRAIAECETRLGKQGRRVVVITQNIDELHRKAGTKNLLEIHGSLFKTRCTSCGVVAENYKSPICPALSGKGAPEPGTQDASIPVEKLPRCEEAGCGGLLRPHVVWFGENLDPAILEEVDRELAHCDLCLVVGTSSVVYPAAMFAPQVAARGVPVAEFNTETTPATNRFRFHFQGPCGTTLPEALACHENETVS
Xi reactivation = activators of X-chromosome reactivation in mouse fibroblasts; XiGFP mouse fibroblasts, % GFP-positive cells imaging, 3 d; cells co-treated with 5-aza-dC sensitizer; scaled so ellipticine positive control = 100%; activation, % at 7.58 µM; actives 0.055% (n = 360,000); AID 743238;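 active means mean normalized replicate activation at least 10% and every replicate at or above 10%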;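 further: 0% = median of on-plate neutral control wells and 100% = ellipticine 6 µM median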
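Assay system – SV40-immortalized XiGFP fibroblast cells, line 68-5-11 · Buffer or medium – DMEM supplemented with 5-aza-dC as sensitizing agent · Dosing – one concentration, pinned · Benchmarks – positive control ellipticine, 6 µM final · Times – 3 days compound exposure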
S100A4 MyoIIA = inhibitors of human S100A4 binding to myosin IIA peptide. actives 0.14% (n = 360,000). AID 652163. inhibition, % at 10.7 µM. P26447. S100A4/TAMRA-MyoIIA peptide fluorescence polarization;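 active means mean inhibition of at least 70% across replicates, with every replicate also reaching that level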
Target sequence (P26447 whole entry, looked up): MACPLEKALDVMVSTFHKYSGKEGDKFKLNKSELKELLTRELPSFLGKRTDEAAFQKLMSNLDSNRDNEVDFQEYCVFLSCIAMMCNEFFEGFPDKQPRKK
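Material: S100A4 monomer protein / Buffer or medium: 50 mM HEPES pH 7.2, 10 mM CaCl2, 100 mM KCl / Times: 5 min incubation before reading / Benchmarks: neutral control DMSO, positive control TFP / Reagent: labelled myosin peptide probe, 5 nM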
* marks the source's active call; other numbers are inactive results; nt = not tested or not shown. Some of the compounds tested (hit frequency here may not be typical).

#1 O=C(NCc1ccccc1)C1CCC(CNS(=O)(=O)c2cccs2)CC1 (centres undefined)
#2 CC(=O)Nc1ccc(NC(=O)C(C)OC(=O)c2oc3ccccc3c2C)cc1 (centres undefined)
#3 O=C(NCCCn1ccnc1)C(=O)Nc1ccccc1
#4 COc1ccc(CNc2ccc(Cl)cc2)cc1Cn1ccnc1
#5 COCCCN1C(=O)C2C(C(=O)Nc3cc(C)cc(C)c3)C3C=CC2(O3)C1C(=O)NC1CCCCC1 (centres undefined)
#6 Clc1ccc(C2[C@H]3CN(CC4CCCCC4)[C@H](c4ccccc4)C34CC2(c2cccnc2)C4)cn1 (some centres undefined)
#7 CC1(C(=O)Nc2ccc3c(c2)OCCO3)CSCC(=O)N1CCOc1ccccc1 (centres undefined)
#8 COc1ccc(-n2cc(CNCCc3nc(C)cc(C)n3)c(-c3ccccc3Cl)n2)cc1

compound no.,1,2,3,4,5,6,7,8
Cneo AK release,2,nt,nt,-3,0,0,nt,94*
Statin myotox sup,97*,-5,nt,2,-16,-3,nt,-41
LGR2 antag,-4,-4,-6,-7,-2,13,5,-20
ERAP1 inh,0,2,-21,0,-7,-1,nt,-2
PGC1a acetyl inh,2,nt,4,10,-7,nt,nt,5
SIRT5 block,-1,0,5,-2,-3,nt,-2,-3
Xi reactivation,0.1,0.0,0.0,0.0,0.3,-0.4,0.0,0.1
S100A4 MyoIIA,-1,-4,-1,-4,0,-1,0,-4

#9 CCN(C(=O)CN1C(=O)S/C(=C\c2ccc(F)cc2)C1=O)C1CCS(=O)(=O)C1 (centres undefined)
#10 Cc1ccc(N2CCN(C(=O)c3ccccc3NC(=O)c3ccccc3C(=O)O)CC2)cc1
#11 O=S(=O)(N[C@H]1CC[C@H](CCn2cc(-c3cccnc3)nn2)O[C@@H]1CO)c1ccc(Cl)cc1
#12 CCCNC(=O)Nc1ccc2c(c1)OC[C@H](C)N(CCC)C[C@H](C)[C@@H](OC)CN(C)C2=O
#13 C[C@H]1CN([C@@H](C)CO)C(=O)c2cccc(NS(C)(=O)=O)c2O[C@H]1CN(C)Cc1ccccc1
#14 Cc1ccc2c(c1)N(C(=O)CCC(=O)N1CCN(c3ccccn3)CC1)CC(C)O2 (centres undefined)
#15 CCC(=O)N1CCCC(C(=O)c2ccc(-c3ccccc3)cc2)C1 (centres undefined)
#16 Cc1cccc(NC(=O)C2CCN(C(=O)c3ccco3)CC2)c1C

compound no.,9,10,11,12,13,14,15,16
Cneo AK release,38,nt,-4,1,-1,-3,-2,0
Statin myotox sup,-13,nt,1,10,27,-3,-4,2
LGR2 antag,-12,1,-9,17,3,8,-19,20
ERAP1 inh,0,0,-1,1,1,-1,-5,-4
PGC1a acetyl inh,13,nt,-2,-6,-2,nt,-3,14
SIRT5 block,1,-7,2,11,15*,0,-1,-3
Xi reactivation,0.1,-0.1,0.0,0.3,0.0,0.3,0.0,0.2
S100A4 MyoIIA,-1,-1,-15,4,2,0,-3,-4

#17 COc1cc(CNC(=O)c2cc(-c3cc(F)ccc3OCC3CCCO3)n[nH]2)cc(OC)c1 (centres undefined)
#18 COc1ccc(Cl)cc1C(=O)NNC(=O)CSc1nnc2ccccn12
#19 CS(=O)(=O)N(CC(=O)Nc1ccc(S(=O)(=O)N2CCCC2)cc1)c1ccccc1F
#20 CCN(Cc1ccccc1)S(=O)(=O)c1ccc(C(=O)Nc2nnc(C3CC3)o2)cc1
#21 Oc1c(Cl)cc(Cl)cc1/C=C/c1ccc2cccc(O)c2n1
#22 COc1cccc(NC(=O)NC2CCN(CC(=O)Nc3ccccc3[N+](=O)[O-])CC2)c1
#23 C[C@@H]1CN([C@H](C)CO)C(=O)c2cccc(NS(=O)(=O)c3ccc(Cl)cc3)c2O[C@@H]1CN(C)Cc1ccc(C(=O)O)cc1
#24 CSc1ccc(S(=O)(=O)NC2CC3CCC2C3)cc1 (centres undefined)

compound no.,17,18,19,20,21,22,23,24
Cneo AK release,1,-1,-1,-1,nt,-6,-1,0
Statin myotox sup,12,-1,nt,-8,nt,15,nt,16
LGR2 antag,-19,nt,0,nt,11,15,11,-13
ERAP1 inh,-4,0,nt,-4,-4,-2,2,4
PGC1a acetyl inh,-15,nt,-1,-2,nt,-26,5,-8
SIRT5 block,-4,0,nt,1,-1,2,-4,1
Xi reactivation,0.1,0.0,0.0,-0.2,0.0,0.2,-0.9,0.0
S100A4 MyoIIA,2,-2,nt,5,-1,11,-2,-5

#25 COc1cc(C(=O)NCCCCCCNC(=O)c2cc(OC)c(OC)c(OC)c2)cc(OC)c1OC
#26 Cc1ccc(N2CC(C)Cn3c2nc2c3c(=O)[nH]c(=O)n2C)cc1C (centres undefined)
#27 COCCNc1nnc(SCC(=O)Nc2cc(-c3ccccc3)nn2-c2ccccc2)s1
#28 Cc1cc(C(=O)COC(=O)c2ccc3c(c2)NC(=O)CS3)c(C)n1CCc1ccc(Cl)cc1
#29 CCc1cc2cc(C)c(C)cc2nc1SCC(=O)Nc1cc(C)on1
#30 COC(=O)C1CCCCN1C(=O)c1ccc2oc(C(C)C)nc2c1 (centres undefined)
#31 Cc1c(C)c2ccc(OS(C)(=O)=O)cc2oc1=O
#32 c1ccc(Sc2ncnc3ccccc23)cc1

compound no.,25,26,27,28,29,30,31,32
Cneo AK release,1,0,nt,nt,nt,-3,nt,2
Statin myotox sup,-8,-4,-1,nt,nt,0,nt,40
LGR2 antag,10,-17,6,nt,26,-26,-5,3
ERAP1 inh,-1,0,nt,3,2,-3,1,0
PGC1a acetyl inh,13,3,14,-11,-3,nt,nt,-29
SIRT5 block,-1,-7,nt,6,1,1,-6,0
Xi reactivation,0.0,0.3,0.0,0.0,0.2,0.6,0.3,0.1
S100A4 MyoIIA,5,-9,nt,-6,-15,0,-1,-11

Record cards (already shown). Screens in order: Cneo AK release	Statin myotox sup	LGR2 antag	ERAP1 inh	PGC1a acetyl inh	SIRT5 block	Xi reactivation	S100A4 MyoIIA
Shown for Cc1ccc(N2CC(C)Cn3c2nc2c3c(=O)[nH]c(=O)n2C)cc1C (centres undefined) : 0	-4	-17	0	3	-7	0.3	-9
Shown for Cc1c(C)c2ccc(OS(C)(=O)=O)cc2oc1=O : nt	nt	-5	1	nt	-6	0.3	-1
Shown for COc1cc(C(=O)NCCCCCCNC(=O)c2cc(OC)c(OC)c(OC)c2)cc(OC)c1OC : 1	-8	10	-1	13	-1	0.0	5
Shown for COCCNc1nnc(SCC(=O)Nc2cc(-c3ccccc3)nn2-c2ccccc2)s1 : nt	-1	6	nt	14	nt	0.0	nt
Shown for CCc1cc2cc(C)c(C)cc2nc1SCC(=O)Nc1cc(C)on1 : nt	nt	26	2	-3	1	0.2	-15

New compounds follow.
#33 O=C(CCNS(=O)(=O)c1ccc(Br)cc1)NCc1cccs1
#34 Cc1c(N2C(=O)CSC23C(=O)Nc2ccccc23)c(=O)n(-c2ccccc2)n1C (centres undefined)
#35 Cc1ccccc1N1CCN(C2CCCN(C(=O)c3cc(C(C)C)[nH]n3)C2)CC1 (centres undefined)
#36 CS(=O)(=O)c1ccc(Cl)c(NC(=O)COC(=O)CCCN2C(=O)c3cccc4cccc(c34)C2=O)c1
#37 O=C(Nc1ccc(F)c(F)c1)c1oc2ccccc2c1NC(=O)C1CCCO1 (centres undefined)
#38 O=S1(=O)C=CC(Sc2nc3ccccc3[nH]2)C1 (centres undefined)
#39 CN1CCN(C(=O)c2ccc(N(Cc3ccc(Cl)cc3)S(C)(=O)=O)cc2)CC1
#40 C[C@@H]1CN([C@H](C)CO)C(=O)Cc2cc(NC(=O)C3CC3)ccc2O[C@H]1CN(C)Cc1ccc(-c2ccccc2)cc1

compound no.,33,34,35,36,37,38,39,40
Cneo AK release,nt,4,3,-1,nt,-4,0,6
Statin myotox sup,nt,4,2,-4,12,9,0,4
LGR2 antag,20,19,4,5,-14,5,-9,-8
ERAP1 inh,4,-2,3,0,-1,nt,nt,0
PGC1a acetyl inh,-1,nt,0,nt,-7,-4,-6,-6
SIRT5 block,-3,0,0,1,nt,nt,nt,7
Xi reactivation,0.1,nt,-0.3,0.0,-0.1,nt,nt,0.1
S100A4 MyoIIA,-4,-1,1,-3,-6,nt,nt,-20

#41 CC1(c2ccc(Cl)cc2Cl)NC(=O)N(CC(=O)Nc2ccc3[nH]c(=O)[nH]c3c2)C1=O (centres undefined)
#42 CC1Cc2ccccc2N1C(=O)c1ccc2c(c1)OCO2 (centres undefined)
#43 NC(=O)CSc1nnc(NC(=O)c2ccc(Br)o2)s1
#44 Cc1ccccc1Oc1ccccc1N
#45 O=C1C=C(c2ccc3c(c2)oc2ccccc23)C[C@@H](c2ccc(Cl)cc2)C1
#46 CCN=C(Nc1cccc(F)c1)SC1CC(=O)N(c2ccc(OC)cc2)C1=O (centres undefined)
#47 c1ccc(CCc2cn(C[C@H]3CC[C@@H]([C@@H]4CC[C@H](Cn5cc(CCc6ccccc6)nn5)O4)O3)nn2)cc1
#48 O=C(O)c1cc(S(=O)(=O)Nc2cc(Cl)ccc2Oc2ccccc2)ccc1O

compound no.,41,42,43,44,45,46,47,48
Cneo AK release,nt,-1,-1,nt,-1,0,3,2
Statin myotox sup,nt,1,10,-8,-1,-17,-4,-12
LGR2 antag,-6,-2,-6,-2,-8,17,12,-5
ERAP1 inh,4,1,0,4,nt,7,nt,3
PGC1a acetyl inh,nt,6,-5,-1,12,-7,8,5
SIRT5 block,-2,0,0,-1,nt,-2,nt,2
Xi reactivation,0.0,0.0,0.3,0.0,0.2,nt,0.0,0.0
S100A4 MyoIIA,0,-1,-2,2,-1,4,1,-3

#49 COc1ccc(/C=C/c2nnc(NC(=O)C(C)C)s2)cc1
#50 COc1ccc(C(=O)Nc2ccc3c(c2)C(=O)N(C)C[C@@H](OC)[C@@H](C)CN(C(C)=O)[C@@H](C)CO3)cc1
#51 COc1cc(CNCc2ccc(SC)cc2)cc(OC)c1
#52 N#Cc1ccc(NC(=O)CCc2nc3ccccc3s2)cc1
#53 O=C1[C@@H]2CSCN2C(=O)CN1Cc1cccc(C(F)(F)F)c1
#54 CC1CCN(CCNC(=O)C2CCCN(S(=O)(=O)c3cccc4nsnc34)C2)CC1 (centres undefined)
#55 Cc1ccc(S(=O)(=O)Nc2cccc3c2O[C@H](CN(C)Cc2ccc(C(=O)Nc4ccccc4N)cc2)[C@H](C)CN([C@H](C)CO)C3=O)cc1
#56 COC(=O)C1C2CC(=O)C(C2)C1C(=O)OC (centres undefined)
#57 Cc1cc(C)nc(NC(=NCCc2c[nH]c3ccccc23)NC(=O)C(C)(C)C)n1

compound no.,49,50,51,52,53,54,55,56,57
Cneo AK release,-3,-8,nt,-1,nt,7,57,nt,3
Statin myotox sup,38,-21,nt,-2,11,1,23,nt,-12
LGR2 antag,-29,-6,8,-5,-1,5,-17,-2,12
ERAP1 inh,2,2,-1,nt,-1,-5,-4,0,5
PGC1a acetyl inh,1,-15,nt,-1,nt,nt,-15,nt,2
SIRT5 block,-2,-2,-3,nt,-1,-2,1,-2,-4
Xi reactivation,-0.1,0.3,0.0,0.1,0.3,0.0,1.3,0.1,-0.1
S100A4 MyoIIA,2,4,0,nt,1,1,-19,9,-2
